M5 ag: CHRM5 agonism in calcium assay; CHO-K1 hM5 cells, Fluo-8 calcium fluorescence; 0% DMSO wells, 100% maximal acetylcholine response; activation, % at 3 µM; 360,000 tested, 0.19% active; AID 624037;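 active = activation above the run's mean over test compounds plus 3 SD, cut at about 23% in these data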;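 note: signal is peak over basal fluorescence ratio across the kinetic read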
Target sequence (P08912 whole entry, looked up): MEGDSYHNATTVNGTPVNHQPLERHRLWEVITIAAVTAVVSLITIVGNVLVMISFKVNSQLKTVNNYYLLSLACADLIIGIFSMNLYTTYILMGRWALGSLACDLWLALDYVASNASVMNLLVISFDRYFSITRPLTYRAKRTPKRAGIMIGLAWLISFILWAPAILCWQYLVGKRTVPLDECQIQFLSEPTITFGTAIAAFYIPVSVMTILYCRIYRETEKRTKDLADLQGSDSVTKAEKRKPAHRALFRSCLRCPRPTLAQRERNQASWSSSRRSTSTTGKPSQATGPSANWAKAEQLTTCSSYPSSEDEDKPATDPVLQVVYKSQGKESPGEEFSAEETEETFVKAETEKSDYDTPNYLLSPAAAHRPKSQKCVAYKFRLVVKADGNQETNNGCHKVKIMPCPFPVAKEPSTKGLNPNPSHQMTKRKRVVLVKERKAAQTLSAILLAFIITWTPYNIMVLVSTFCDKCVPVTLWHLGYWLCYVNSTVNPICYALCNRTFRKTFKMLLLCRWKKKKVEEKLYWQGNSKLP
CRFBP-R2 block: CRF-BP/CRF-R2 complex antagonism. inhibition, % at 11.8 µM. AID 588475. 350,000 tested, 0.59% active. HEK293 CRF-R2/CRF-BP, CRF-induced calcium fluorescence;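 active = inhibition of the ligand-induced calcium signal above about 50% at the single tested concentration, limit read from the data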
M1 PAM: positive allosteric modulators of human M1 muscarinic receptor. P11229. CHO-K1 hM1, Fluo-8 calcium fluorescence, ACh EC20; 0% = ACh EC20, 100% = maximal ACh. activation, % at 3 µM. 360,000 tested, 0.088% active; in the data active = activation above about 19%, passing the limit was not always enough
Target sequence (P11229 whole entry, looked up): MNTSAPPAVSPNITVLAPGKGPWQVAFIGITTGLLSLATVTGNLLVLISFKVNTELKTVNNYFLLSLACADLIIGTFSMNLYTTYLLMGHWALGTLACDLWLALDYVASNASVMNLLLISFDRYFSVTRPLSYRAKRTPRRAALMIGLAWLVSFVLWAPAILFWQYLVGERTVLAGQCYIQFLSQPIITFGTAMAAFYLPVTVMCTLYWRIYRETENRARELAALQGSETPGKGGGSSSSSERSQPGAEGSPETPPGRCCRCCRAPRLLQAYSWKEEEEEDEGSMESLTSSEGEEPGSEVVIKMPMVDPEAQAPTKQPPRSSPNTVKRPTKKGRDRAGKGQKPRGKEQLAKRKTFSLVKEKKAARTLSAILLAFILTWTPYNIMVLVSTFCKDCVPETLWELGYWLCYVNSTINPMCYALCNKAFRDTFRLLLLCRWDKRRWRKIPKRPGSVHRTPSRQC
M5 antag: antagonists of human muscarinic M5 receptor (CHRM5). inhibition, % at 3 µM. CHO-hM5 cells, Fluo-8 calcium fluorescence, ACh EC80. AID 624040. 360,000 tested, 0.59% active;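 active = inhibition above a per-plate cutoff, the mean of that plate's test compounds plus 3 SD, cut at about 27% in these data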;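 note: 0% = acetylcholine EC80 with DMSO and 100% = DMSO without agonist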
CHRM5 PAM: CHRM5 positive allosteric modulation; CHO-K1 hM5, Fluo-8 calcium, ACh EC20 PAM; 0% = ACh EC20, 100% = ACh EC100; activation, % at 3 µM; 360,000 tested, 0.3% active;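 active = activation above the run cutoff, the mean activation of all test compounds plus 3 SD, cut at about 18% in these data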
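system = human M5 receptor in CHO-K1 cells | compound = one concentration, 3 µM final (nominal) | schedule = Post-acetylcholine fluorescence recording 140 s | signal = Fluo-8 calcium dye fluorescence, kinetic read | benchmarks = low control EC20 acetylcholine (0%), high control EC100 acetylcholine (100%) | repeats = singlicate, one well per test compound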
CRFR2-BP ag: CRF-BP/CRF-R2 complex agonism; HEK293 CRF-R2/CRF-BP, calcium dye fluorescence (FLIPR); percent of saturating CRF peptide response; activation, % at 13.2 µM; 350,000 tested, 0.46% active;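 active = activation of at least 50%, plus an integration ratio under a set limit after plate pattern correction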;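 note: plate controls were neutral control wells without compound for no effect and CRF at EC100 for full effect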
CHRM4 PAM: positive allosteric modulators of human muscarinic M4 receptor | P08173 | CHO-K1 hM4/Gqi5, Fluo-8 calcium fluorescence, ACh EC20; 0% = ACh EC20, 100% = maximal ACh | activation, % at 3 µM | 360,000 tested, 0.4% active | AID 624126;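 active = activation above its plate's cutoff, the mean activation of sample wells plus 3 SD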; note: some results filed as inactive read as strong as hits
CHRM4 antagonist: blocks acetylcholine activation of human M4 receptor | P08173 | CHO-hM4 cells, ACh EC80, Fluo-8 calcium fluorescence | AID 624125 | 360,000 tested, 0.73% active | inhibition, % at 3 µM;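 active = inhibition above its plate's cutoff, the mean inhibition of sample wells plus 3 SD, cut at about 27% in these data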;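 note: 0% = acetylcholine EC80 with DMSO and 100% = DMSO without agonist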
M4 ag: CHRM4 agonism in calcium assay; P08173; CHO-K1 hM4/Gqi5, Fluo-8 calcium fluorescence; vehicle 0%, full acetylcholine response 100%; activation, % at 3 µM; 360,000 tested, 0.14% active;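 active = activation above the run mean over all test wells plus 3 SD, cut at about 32% in these data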;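 note: peak over basal fluorescence ratio per well then scaled between controls; 0% = DMSO wells and 100% = acetylcholine at EC100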
* marks the source's active call; other numbers are inactive results.

What do the screens show for `Cc1ccc(Cc2c(-c3ccc(Cl)cc3)nc3c4ccccc4ccn23)cc1`?
M5 ag: 1; M5 antag: -5; CHRM5 PAM: 3; CHRM4 PAM: 4; CHRM4 antagonist: -2; M4 ag: 0

How did CCOC(=O)N1CCN(C(=O)C2CCN(C(=O)c3ccc(C(C)(C)C)cc3)CC2)CC1 do in these assays?
M5 ag: -2; CRFBP-R2 block: 13; M1 PAM: 3; M5 antag: 11; CHRM5 PAM: -2; CRFR2-BP ag: -1.0; CHRM4 PAM: 2; CHRM4 antagonist: -14; M4 ag: 2

Results for CCc1cc2c(SC(C)C(=O)NC3CCCC3)ncnc2s1 (stereo unspecified) ?
M5 ag: 0; CRFBP-R2 block: 7; M1 PAM: 4; M5 antag: 11; CHRM5 PAM: -2; CRFR2-BP ag: 1.0; CHRM4 PAM: 6; CHRM4 antagonist: -1; M4 ag: 0

What do the screens show for `Clc1ccccc1C1Nc2cccc3cccc(c23)N1`?
M5 ag: 1; CRFBP-R2 block: -2; M1 PAM: 27; M5 antag: -4; CHRM5 PAM: 10; CRFR2-BP ag: 6.1; CHRM4 PAM: 4; CHRM4 antagonist: -2; M4 ag: 2

What do the screens show for `Cc1nc(-c2ccc(NC(=O)CC(C)C)cc2)cs1`?
M5 ag: -1; CRFBP-R2 block: -1; M1 PAM: 4; M5 antag: -2; CHRM5 PAM: 3; CRFR2-BP ag: -0.4; CHRM4 PAM: 7; CHRM4 antagonist: -7; M4 ag: 2

How did Clc1ccc(OCCCN2CCCC2)cc1Cl do in these assays?
M5 ag: 2; CRFBP-R2 block: -7; M1 PAM: -21; M5 antag: 18; CHRM5 PAM: -20; CRFR2-BP ag: 4.8; CHRM4 PAM: -14; CHRM4 antagonist: 4; M4 ag: 16

How did COC1(OC)N=C(N)C2(C#N)C(c3ccc(F)cc3)C12C#N (stereo unspecified) do in these assays?
M5 ag: 1; CRFBP-R2 block: 32; M1 PAM: 6; M5 antag: 3; CHRM5 PAM: 0; CRFR2-BP ag: -1.4; CHRM4 PAM: 2; CHRM4 antagonist: 4; M4 ag: 0

Results for CCN(CC)S(=O)(=O)c1ccc(NS(=O)(=O)c2cccc(C)c2)cc1 ?
M5 ag: 1; CRFBP-R2 block: 13; M1 PAM: 13; M5 antag: -1; CHRM5 PAM: -5; CRFR2-BP ag: 1.1; CHRM4 PAM: -1; CHRM4 antagonist: -4; M4 ag: 5

How did O=C(c1ccco1)N1CCN(C(=O)C2Cc3ccccc3CN2S(=O)(=O)c2ccc(F)cc2)CC1 (stereo unspecified) do in these assays?
M5 ag: 0; CRFBP-R2 block: -1; M1 PAM: 3; M5 antag: -5; CHRM5 PAM: 1; CRFR2-BP ag: -0.2; CHRM4 PAM: 2; CHRM4 antagonist: -1; M4 ag: 3

What do the screens show for `COC(=O)NN=C1CCC(c2ccccc2)CC1` (stereo unspecified)?
M5 ag: 2; CRFBP-R2 block: 10; M1 PAM: 0; M5 antag: -3; CHRM5 PAM: -2; CRFR2-BP ag: 0.1; CHRM4 PAM: -2; CHRM4 antagonist: 10; M4 ag: 0

Results for COC(=O)c1ccc(-c2nc(-c3ccc(Br)o3)no2)cc1 ?
M5 ag: 2; CRFBP-R2 block: -17; M1 PAM: 0; M5 antag: -1; CHRM5 PAM: -3; CRFR2-BP ag: -0.6; CHRM4 PAM: 2; CHRM4 antagonist: -8; M4 ag: 1

How did O=C(CSc1n[nH]c(-c2ccc(S(=O)(=O)NC3CCCCC3)cc2)n1)N1CCCC1 do in these assays?
M5 ag: 3; CRFBP-R2 block: 22; M1 PAM: 4; M5 antag: 9; CHRM5 PAM: -11; CRFR2-BP ag: 0.4; CHRM4 PAM: 8; CHRM4 antagonist: -1; M4 ag: 1

Results for S=C(NCCc1ccccc1)Nc1ccc(Cl)cc1 ?
M5 ag: 1; CRFBP-R2 block: 18; M1 PAM: -10; M5 antag: 0; CHRM5 PAM: -11; CRFR2-BP ag: 15; CHRM4 PAM: -11; CHRM4 antagonist: 6; M4 ag: 10

Results for c1ccc(Cn2nnnc2C(c2cccnc2)N2CCN(c3ccccc3)CC2)cc1 (stereo unspecified) ?
M5 ag: 3; CRFBP-R2 block: -32; M1 PAM: -11; M5 antag: 7; CHRM5 PAM: -11; CRFR2-BP ag: 2.1; CHRM4 PAM: -1; CHRM4 antagonist: 7; M4 ag: 14

How did O=C(CSc1nncs1)NC(=O)Nc1ccc2c(c1)OCCO2 do in these assays?
M5 ag: 3; CRFBP-R2 block: -4; M1 PAM: 4; M5 antag: 5; CHRM5 PAM: 0; CRFR2-BP ag: -5.2; CHRM4 PAM: 6; CHRM4 antagonist: -4; M4 ag: 2

Brought forward from above: 2 compounds; new compounds follow.
Results for c1ccc(Cn2nnnc2C(c2cccnc2)N2CCN(c3ccccc3)CC2)cc1 (stereo unspecified) ?
M5 ag: 3; CRFBP-R2 block: -32; M1 PAM: -11; M5 antag: 7; CHRM5 PAM: -11; CRFR2-BP ag: 2.1; CHRM4 PAM: -1; CHRM4 antagonist: 7; M4 ag: 14

How did O=C(CSc1nncs1)NC(=O)Nc1ccc2c(c1)OCCO2 do in these assays?
M5 ag: 3; CRFBP-R2 block: -4; M1 PAM: 4; M5 antag: 5; CHRM5 PAM: 0; CRFR2-BP ag: -5.2; CHRM4 PAM: 6; CHRM4 antagonist: -4; M4 ag: 2

What do the screens show for `CCOc1ccc(C(=O)CCN2CCCCCC2)cc1`?
M5 ag: -4; CRFBP-R2 block: 15; M1 PAM: -6; M5 antag: 1; CHRM5 PAM: 3; CRFR2-BP ag: 4.0; CHRM4 PAM: 1; CHRM4 antagonist: 4; M4 ag: 2

Results for O=C(c1ccco1)N(Cc1cccnc1)C(c1ccccc1)c1nc2ccccc2[nH]1 (stereo unspecified) ?
M5 ag: -4; M1 PAM: 3; M5 antag: -2; CHRM5 PAM: 2; CHRM4 PAM: 7; CHRM4 antagonist: -15; M4 ag: 1

How did O=C(C(=O)N1CCN(C(=O)c2ccco2)CC1)c1cc2ccccc2o1 do in these assays?
M5 ag: 1; M5 antag: -10; CHRM5 PAM: 9; CHRM4 PAM: -2; CHRM4 antagonist: -6; M4 ag: 3

How did CCCCn1c(NC(=O)c2ccccc2Cl)c(C#N)c2nc3ccccc3nc21 do in these assays?
M5 ag: -1; CRFBP-R2 block: -7; M1 PAM: -4; M5 antag: 3; CHRM5 PAM: -19; CRFR2-BP ag: 31; CHRM4 PAM: -11; CHRM4 antagonist: 1; M4 ag: 11

How did COc1ccc2[nH]c(C(=O)N3CCC(Cc4ccccc4)CC3)cc2c1 do in these assays?
M5 ag: -5; CRFBP-R2 block: 4; M1 PAM: 6; M5 antag: -6; CHRM5 PAM: 1; CRFR2-BP ag: 0.9; CHRM4 PAM: 0; CHRM4 antagonist: -3; M4 ag: 1

How did CCOC(=O)C1=C(C)N(C)C(=O)C1CC(=O)O (stereo unspecified) do in these assays?
M5 ag: -1; CRFBP-R2 block: 2; M1 PAM: 7; M5 antag: -2; CHRM5 PAM: -2; CRFR2-BP ag: 0.2; CHRM4 PAM: 0; CHRM4 antagonist: 6; M4 ag: 1

Results for O=C(CSc1ncccn1)N/N=C/c1ccc(OC2CSC2)cc1 ?
M5 ag: -2; CRFBP-R2 block: -1; M1 PAM: 8; M5 antag: 1; CHRM5 PAM: -2; CRFR2-BP ag: -0.5; CHRM4 PAM: 5; CHRM4 antagonist: 2; M4 ag: 3

How did Cc1ccc(CNCCCSc2ncccn2)cc1 do in these assays?
M5 ag: -1; CRFBP-R2 block: -6; M1 PAM: 3; M5 antag: 3; CHRM5 PAM: -2; CRFR2-BP ag: 0.6; CHRM4 PAM: 1; CHRM4 antagonist: -5; M4 ag: 1

What do the screens show for `COc1ccc(NC(=O)CCNS(=O)(=O)c2cccc3nonc23)cc1`?
M5 ag: -3; CRFBP-R2 block: 7; M1 PAM: 11; M5 antag: 1; CHRM5 PAM: 2; CRFR2-BP ag: 0.7; CHRM4 PAM: -8; CHRM4 antagonist: -2; M4 ag: 1

What do the screens show for `Cn1c2c(c(=O)n(C)c1=O)C(c1ccccc1OC(F)F)C1=C(CCCC1=O)N2` (stereo unspecified)?
M5 ag: -6; CRFBP-R2 block: -26; M1 PAM: 14; M5 antag: -3; CHRM5 PAM: 7; CRFR2-BP ag: 0.2; CHRM4 PAM: -2; CHRM4 antagonist: -5; M4 ag: 0

How did Cc1nn(C)cc1C(=O)Nc1cc(Oc2ccc(Cl)cc2)cc([N+](=O)[O-])c1 do in these assays?
M5 ag: 3; CRFBP-R2 block: -3; M1 PAM: 0; M5 antag: -5; CHRM5 PAM: 7; CRFR2-BP ag: 2.3; CHRM4 PAM: 20; CHRM4 antagonist: -3; M4 ag: 1

What do the screens show for `O=C(CCN1C(=O)C2C3CCC(C3)C2C1=O)OCC(=O)c1cccc([N+](=O)[O-])c1` (stereo unspecified)?
M5 ag: 1; CRFBP-R2 block: 20; M1 PAM: 0; M5 antag: -5; CHRM5 PAM: 10; CRFR2-BP ag: -0.6; CHRM4 PAM: 15; CHRM4 antagonist: -3; M4 ag: 1

Results for COc1ccc(S(=O)(=O)Nc2ccc(NC(C)=O)cc2)cc1[N+](=O)[O-] ?
M5 ag: -2; CRFBP-R2 block: 3; M1 PAM: 5; M5 antag: 7; CHRM5 PAM: -2; CRFR2-BP ag: 0.2; CHRM4 PAM: 2; CHRM4 antagonist: 4; M4 ag: 2

How did COc1cc(NC(=O)c2ccc(-c3csc(C)n3)cc2)c(OC)cc1Cl do in these assays?
M5 ag: -6; CRFBP-R2 block: -4; M1 PAM: 13; M5 antag: 3; CHRM5 PAM: -3; CRFR2-BP ag: 1.1; CHRM4 PAM: 4; CHRM4 antagonist: -1; M4 ag: 0

How did O=C(NC1CCCN(Cc2ccc(Cl)cc2)C1)c1cccc(N2CCCC2=O)c1 (stereo unspecified) do in these assays?
M5 ag: -5; CRFBP-R2 block: 2; M1 PAM: 1; M5 antag: 6; CHRM5 PAM: -7; CRFR2-BP ag: 0.1; CHRM4 PAM: 2; CHRM4 antagonist: -5; M4 ag: 2

What do the screens show for `COc1ccc(C2c3ccc(O)cc3Oc3ncn4nc(-c5ccncc5)nc4c32)cc1OC` (stereo unspecified)?
M5 ag: 0; CRFBP-R2 block: 0; M1 PAM: -4; M5 antag: 2; CHRM5 PAM: 3; CRFR2-BP ag: -1.6; CHRM4 PAM: 5; CHRM4 antagonist: -4; M4 ag: 1

How did COc1ccc(C(CNC(=O)c2cc(S(=O)(=O)N3CCN(c4ccccc4)CC3)ccc2Cl)N(C)C)cc1 (stereo unspecified) do in these assays?
M5 ag: 1; CRFBP-R2 block: -11; M1 PAM: -2; M5 antag: 9; CHRM5 PAM: -7; CRFR2-BP ag: 3.5; CHRM4 PAM: -3; CHRM4 antagonist: -4; M4 ag: 15

Results for CC(=O)c1ccc(NC(=O)/C(=C\c2ccco2)NC(=O)c2ccco2)cc1 ?
M5 ag: -3; CRFBP-R2 block: 24; M1 PAM: 11; M5 antag: 10; CHRM5 PAM: 2; CRFR2-BP ag: 0.9; CHRM4 PAM: 3; CHRM4 antagonist: -6; M4 ag: 3

How did CCCC(=O)n1nc(-c2ccc(OC)cc2)nc1N do in these assays?
M5 ag: -1; CRFBP-R2 block: -6; M1 PAM: 11; M5 antag: -3; CHRM5 PAM: -2; CRFR2-BP ag: -2.7; CHRM4 PAM: 8; CHRM4 antagonist: 1; M4 ag: 0

How did CCn1cnc2c1c(=O)n(CC(=O)Nc1ccc3c(c1)OC(F)(F)O3)c(=O)n2Cc1ccccc1 do in these assays?
M5 ag: -2; CRFBP-R2 block: -30; M1 PAM: 4; M5 antag: 13; CHRM5 PAM: -3; CRFR2-BP ag: 3.5; CHRM4 PAM: 4; CHRM4 antagonist: -2; M4 ag: 0

Bioassay records from PubChem.
